Screens as filed in PubChem BioAssay.
D2 agonist: activates the human D2 dopamine receptor. HEK293 T-REx D2 cells, calcium flux agonist mode. activation, % at 2 µM. actives 0.53% (n = 340,000). AID 485358;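 active = activation over 3 SD above normal in the single-dose calcium agonist read, cut at about 30% in these data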; note: 0% is about no effect
Target sequence (P14416 whole entry, looked up): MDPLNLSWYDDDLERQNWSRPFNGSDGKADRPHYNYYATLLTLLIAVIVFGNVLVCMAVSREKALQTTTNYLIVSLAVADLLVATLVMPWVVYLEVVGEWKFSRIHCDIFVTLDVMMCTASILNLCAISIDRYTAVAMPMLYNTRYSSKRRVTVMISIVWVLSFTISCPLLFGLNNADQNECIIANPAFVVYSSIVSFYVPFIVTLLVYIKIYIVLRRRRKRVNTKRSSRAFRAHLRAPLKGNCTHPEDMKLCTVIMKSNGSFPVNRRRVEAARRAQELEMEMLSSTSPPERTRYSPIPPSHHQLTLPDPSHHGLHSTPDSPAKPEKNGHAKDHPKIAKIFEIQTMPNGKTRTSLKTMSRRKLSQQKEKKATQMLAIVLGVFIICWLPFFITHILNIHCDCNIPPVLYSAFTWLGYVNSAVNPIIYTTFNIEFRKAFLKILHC
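Agonism scored from kinetic calcium signal (1 read/sec, 180 s) following compound pin transfer, after a 10 s baseline. Cells: HEK293 Trex line expressing inducible D2 receptor coupled to calcium, dye-loaded after overnight culture at 30 C.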
D2 potentiator: positively modulates the human D2 dopamine receptor allosterically. HEK293 T-REx D2, calcium flux, EC20 dopamine potentiation. potentiation, % at 10 µM. P14416. actives 0.34% (n = 340,000);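 active = potentiation over 3 SD above the plate norm, cut at about 30% in these data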; note: 0% is about no effect
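Cells plated with tetracycline inducer and held overnight at 30 C; calcium dye loaded 30–90 min at room temperature; baseline taken, compound added and read 180 s; EC20 dopamine then added and read 180 s.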
D1 potentiator: enhances dopamine response at the human D1 receptor; P21728; HEK293 TREx D1 cells, calcium flux, dopamine EC20 potentiation; potentiation, % at 10 µM; actives 0.036% (n = 360,000); AID 504651; in the data active = potentiation above about 30%; note: 0% is about no effect
Target sequence (P21728 whole entry, looked up): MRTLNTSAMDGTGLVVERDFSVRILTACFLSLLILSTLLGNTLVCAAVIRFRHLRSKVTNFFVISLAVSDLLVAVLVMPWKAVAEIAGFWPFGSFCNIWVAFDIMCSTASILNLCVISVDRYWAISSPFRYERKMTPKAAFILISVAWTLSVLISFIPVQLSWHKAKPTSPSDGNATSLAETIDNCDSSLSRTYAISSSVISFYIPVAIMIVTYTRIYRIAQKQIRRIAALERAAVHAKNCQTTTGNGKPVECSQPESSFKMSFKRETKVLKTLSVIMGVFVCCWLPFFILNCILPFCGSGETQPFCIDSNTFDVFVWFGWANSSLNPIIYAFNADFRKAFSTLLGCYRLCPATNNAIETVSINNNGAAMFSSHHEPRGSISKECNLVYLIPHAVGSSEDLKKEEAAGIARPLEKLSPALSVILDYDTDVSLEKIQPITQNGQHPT
TRHR PAM: allosteric enhancers of human TRH receptor; P34981; enhancement, % at 2 µM; actives 0.66% (n = 360,000); TRHR cells, fluo-8 calcium fluorescence, EC20 TRH enhancement; AID 493056; in the data active = enhancement above about 30%; note: 0% is about no effect
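TRHR-expressing cells loaded with fluo-8 calcium dye were read kinetically (ex 480/em 530) during compound addition, then stimulated with an EC20 of TRH (10 nM final). Enhancement of the Gq-mediated intracellular calcium response was scored.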
RXFP1 antagonist: RXFP1 (human) relaxin receptor antagonism; HEK293-RXFP1, relaxin-stimulated cAMP HTRF, 30 min; hits give low values; activity change, negative = inhibition, % at 57.5 µM; actives 0.59% (n = 350,000); AID 1259400;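 active = activity change of -60% or lower, but not beyond a set lower limit; inconclusive = change between -60% and -40%, or beyond the set limit; inactive = change above -40%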; note: % is set by controls: 0 for no effect and ±100 for the full control effect
D1 ag: human D1 receptor agonism. P21728. HEK293 T-REx D1 cells, calcium flux, agonist mode. activation, % at 2 µM. actives 1% (n = 360,000); note: 0% is about no effect
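Inducible HEK293 T-REx D1 cells, force-coupled to calcium signalling, were plated at 4000 cells/well with tetracycline and held overnight at 30 C. After no-wash calcium dye loading, compound-evoked calcium rise over 180 s flagged agonists.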
D1 antag: blocks dopamine activation of the human D1 receptor; HEK293 TREx D1 cells, calcium flux, dopamine EC80; hits give low values; activity change, negative = inhibition, % at 10 µM; actives 3.2% (n = 360,000); AID 504652; in the data active = activity change below about -30%; note: % is set by controls: 0 for no effect and ±100 for the full control effect
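Antagonism measured as reduced calcium response to an EC80 dopamine addition following 180 s compound pre-read; cells were inducible HEK293 Trex D1 plated overnight at 30 C, read kinetically at 1 cycle/sec.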
D2 antagonist: antagonizes the human D2 dopamine receptor; HEK293 TREx D2 cells, calcium flux, dopamine EC80; actives 2% (n = 340,000); AID 485344; inhibition, % at 10 µM; in the data active = inhibition above about 30%; note: 0% is about no effect
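HEK293 T-REx D2 cells, tet-induced, calcium dye no-wash. Cpd pintool add, 180 s kinetic, then EC80 DA, 180 s kinetic. Ca flux read.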
TRHR agonist: activates the human TRH receptor; P34981; TRHR cells, calcium flux fluo-8, FDSS agonist mode; activation, % at 2 µM; actives 0.18% (n = 360,000); note: 0% is about no effect
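TRHR-expressing cells loaded with fluo-8 calcium dye; 23 nL library compound pin-transferred, kinetic FDSS fluorescence (Ex 480/Em 530) recorded about 180 s for agonist-induced calcium release, before a 10 nM TRH EC20 addition for potentiator mode.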
The depositor's hits bear a star; ? = inconclusive; · = not tested or not shown; & = joins results of further samples. Cut-off read from the data, not from the text of the source, unless noted: active = activation above about 30%; inactive = the rest.

Values in the order: TRHR PAM, TRHR agonist, D2 potentiator, D1 potentiator, RXFP1 antagonist, D2 agonist, D1 antag, D2 antagonist, D1 ag
- Nc1nonc1-n1nnc(C(=O)N/N=C/c2c(Cl)cccc2Cl)c1CN1CCOCC1
    0, -1.7, 10, ·, -19, -0.6, 4, -2, 12
- O=c1cc(-c2ccccc2)c2ccccc2[nH]1
    -6, -0.4, -11, 0, 10, -0.5, 3, 15, 2
- Cc1[nH]c(C)c2c(=O)[nH]ncc12
    1, -0.4, -2, -2, 5, -0.4, 0, 7, 2
- COC(=O)c1c(NC(=O)COC(=O)c2ccc(Cl)nc2)sc(C)c1C
    -3, 0.2, 10, -5, 0, 0.1, 10, -9, 0
- O=C(Nc1nnc(C2CC2)s1)c1cccc(S(=O)(=O)N2CC(c3ccccc3)CC2=O)c1 (configuration not stated)
    2, -0.2, -5, -1, ·, 0.2, 8, 1, 2
- CCOC(=O)C1=C(COC(=O)c2ccc(C)s2)NC(=O)NC1C (configuration not stated)
    4, -0.1, 8, -2, ?, -0.4, 11, -14, 0
- COC(=O)[C@H]1Cc2c([nH]c3ccccc23)[C@H](c2ccccc2)N1
    3, 0.8, -5, 1, -8, 1.3, 10, 13, 2
- CCCCCCSc1cc(-c2nc3cc(C)ccn3c2NC2CCCCC2)ccc1OC
    3, 0.3, -8, 6, ·, -0.9, 17, 0, 0
- CCN1CC(CN(C)Cc2nc(-c3ccc(C(F)(F)F)cc3)oc2C)CC1=O (configuration not stated)
    5, 0.3, ·, 3, -9, ·, 0, ·, 3
- CCN(c1ccccc1)S(=O)(=O)c1ccc(C(=O)N(C)CCc2ccc(OC)c(OC)c2)cc1
    -10, 0.5, -10, -5, -15, 0.1, -6, 6, 3
- CCS(=O)(=O)N1CCC(C(=O)Oc2ccccc2Cl)CC1
    -1, -0.7, 1, -9, 15, -1.3, 8, -13, 3
- Cc1cc(C)cc(NC(=O)C2CCN(S(=O)(=O)c3cn(C)cn3)CC2)c1
    0, 0.4, 2, 0, -2, 1.2, 10, ·, -1
- Cn1c(SCC(=O)Nc2nc3ccccc3s2)ncc(C(=O)Nc2ccc(F)cc2)c1=O
    -3, 0.2, -5, 0, 6, 0.5, ·, ·, 3
- COCC1CCCCN1Cc1cn[nH]c1-c1ccc2cc(OC)ccc2c1 (configuration not stated)
    19, 0.4, -2, 0, -1, -0.2, -2, -12, 2
- COc1ccccc1N(C)S(=O)(=O)c1ccc(C(=O)O)cc1
    -6, 0.3, 10, -4, 5, 3.8, -4, 8, 3
- CCc1nnc(SCC(=O)Nc2ccccc2)nc1CC
    11, -0.2, 1, 2, -15, -0.6, -17, 3, 1
- Cc1ccc(NC(=O)N2CCCN(C(=O)OC(C)(C)C)CC2)cc1Cl
    5, -0.4, 12, -3, -14, 0.2, 1, -1, 3
- COc1ccc(C2NC(=S)NC3=C2CCc2ccccc23)cc1OC (configuration not stated)
    -6, -0.3, ·, -7, -6, ·, -20, ·, 2
- CC(C)/C=N/NC(=O)c1cc(Br)ccc1O
    0, 2.9, -26, -8, 3, 2.1, -12, 27, 32*
- O=C(OCCNc1ccc(C(F)(F)F)cc1[N+](=O)[O-])c1cc2ccccc2oc1=O
    -2, 0.1, 4, 3, 0, 0.8, 4, -9, 2
- CCC(Sc1nc2ncccc2o1)C(=O)Nc1ccc(OC)c(OC)c1 (configuration not stated)
    2, -0.1, -4, -5, -15, 0.1, 7, ·, 1
- CC(=O)N1CCC(N(CCN2CCOCC2)C(=S)Nc2ccc(C)cc2C)CC1
    2, 0.6, 5, -5, -13, -0.1, -31*, 27, 3
- O=C(CCl)NNC(=O)c1c(O)c2ccccc2[nH]c1=O
    4, -0.2, -2, -7, -20, 1.2, 2, 3, 1
- COc1ccccc1C(=O)C1CCCN(C(=O)c2cccc(-n3cccn3)c2)C1 (configuration not stated)
    12, 1.4, -4, -4, 4, 0.6, -2, 5, 1
- COc1ccc(OC)c(NC(=O)Cn2c(=O)n(CC3CCCO3)c(=O)c3cc(OC)c(OC)cc32)c1 (configuration not stated)
    6&-1, -1.2&0.2, 26, -9&1, ·, -0.1, 4&14, ·, 1&0
- Cc1onc(-c2c(F)cccc2Cl)c1C(=O)Nc1cccc2nsnc12
    -2, -0.6, 4, -6, 4, -1.1, -3, -3, 4
- CCCCn1nc2cc(C(=O)NC3CCCc4ccccc43)ccc2c1OCC (configuration not stated)
    -9, -1.1, -5, -8, ·, -0.3, -7, 6, 1
- Cc1ccc(S(=O)(=O)NCC(C)NC(=O)CN2CCOCC2)cc1 (configuration not stated)
    0, 0.4, ·, -6, -6, 0.8, 26, -13, 0
- Cc1cccc(Oc2c(C=O)c3ccccc3n2C)c1
    15, -0.5, -3, -2, -8, -0.1, -7, -13, 2
- Cc1ccc(Nc2c(-c3ccccc3O)nc3cc(C)ccn23)cc1
    -3, -1.2, 7, -2, -7, -0.3, 2, ·, 3
- O=c1oc2ccccc2c2c1nnn2CCO
    4, -0.5, 8, -5, -22, -1.7, -2, 1, 3
- N#Cc1ccc(OCC(=O)OCC(=O)Nc2cc(C(F)(F)F)ccc2N2CCOCC2)cc1
    2, -0.5, -5, -4, -6, -0.5, -13, 10, 2
- COc1cccc(CNC(=O)C2CCN(S(=O)(=O)c3ccc4c(c3)NC(=O)CO4)CC2)c1
    2, -0.8, -1, -2, 14, -1.0, -23, -11, 2
- Nc1c(C(=O)NCCN2CCOCC2)c2nc3ccccc3nc2n1CCc1ccccc1
    -3, 1.2, 12, -9, 5, -1.0, -11, -12, 11
- Cn1cc(/C(Cc2ccccc2)=N\O)c2ccccc21
    -1, 0.0, -5, -5, -6, -2.6, -3, -13, 4
- O=c1c2ccccc2nc2n1CC/C2=C/N1CCN(c2cccc(C(F)(F)F)c2)CC1
    13, 4.4, -12, -4, 14, 0.4, -15, 48*, 9
- COc1ccccc1NC(=O)c1ccc(NC(=O)COC(=O)C(C)C)cc1
    34*, -0.5, -5, -5, -4, -0.1, 3, -9, 2
- NC(=O)c1cc[n+](Cc2ccccc2Cl)cc1
    1, 0.3, 0, -10, -11, 1.0, 7, -6, 2
- C/C(CC(=O)Nc1cc(C)cc(C)c1)=N\NC(=O)c1ccccn1
    4, -0.7, 5, 2, 1, -1.2, 4, 5, 0
- COc1cc(C2NC(=S)NC(C)=C2C(=O)c2ccccc2)ccc1O (configuration not stated)
    4, -0.5, 9, -3, -3, -0.7, -2, 4, 1
- O=C(CCCC(=O)NCc1ccc(F)cc1)NCc1ccc(F)cc1
    -4, 0.1, -1, 0, -7, 0.5, 5, 19, -1
- CCOc1ccc(NC(=O)c2sc3nc4c(c(-c5ccc(OC)cc5)c3c2N)C(=O)CC(C)(C)C4)cc1
    7, 0.0, 7, 0, -3, -1.0, -6, ·, 3
- Cc1cccc(N(C)c2nc3ccccc3c3nnc(C)n23)c1
    -1, -0.4, 6, -4, -11, -0.4, -8, ·, 19
- CCOC(=O)c1sc(NC(=O)CSc2nncs2)c(C(=O)OCC)c1C
    0, 1.2, -3, -4, 5, 1.0, 14, -3, 4
- CCN1CCN(C(=O)c2ccc3c(c2)N(Cc2c(F)cccc2Cl)C(=O)c2ccccc2S3)CC1
    -7, 0.2, -18, 10, -11, ·, -3, ·, 7
- CCCC(=O)Nc1c(C)n[nH]c1C
    5, -0.1, 18, -1, -8, -0.4, 19, -6, 2
- C=CCn1c(SCC(=O)Nc2c(C)n(C)n(-c3ccccc3)c2=O)nc2sc(C)c(C)c2c1=O
    -1, -1.0, 9, 1, -2, -1.8, -14, 4, 2
- CC(C)(C)n1ncc2c(=O)n(CC(=O)Nc3ccccc3)cnc21
    -1, 1.2, 9, -1, 5, 0.5, -4, 8, 2
- O=C(CSc1nnnn1-c1ccccc1)Nc1ncc(Cc2cc(Cl)ccc2Cl)s1
    7, 1.2, -1, -4, 0, 0.7, 13, 10, 1
- O=C(NCC(=O)N1CCCCCC1)c1ccc(Br)cc1
    1, 0.0, -8, -1, 8, -0.9, 3, 3, 0
- CCOC(=O)N1CCN(C(=O)C2CCN(Cc3cccc(OCc4ccccc4)c3)CC2)CC1
    2, 0.7, ·, -8, 0, ·, -13, ·, 26
- COc1ccc(CC(NC(C)=O)C(=O)NC2CCN(c3c(Cc4ccccc4)c(C)nc4ncnn34)CC2)cc1OC (configuration not stated)
    2, 0.3, 13, -6, ·, 1.9, 1, -3, 6
- O=C(Cc1n[nH]c(=O)c2ccccc12)Nc1ccc(-c2nnc3n2CCCCC3)cc1
    0, 0.0, 7, 3, 0, 0.2, -20, -9, 1
- C=Cc1ccc(C(=O)NC2CCCN(Cc3ccccc3F)C2)cc1 (configuration not stated)
    -1, -0.2, 4, -5, 4, -0.3, -4, -7, 0
- O=C(O)Cn1nc(-c2ccc(Cl)cc2)ccc1=O
    -4, 0.5, -3, 3, 0, 0.1, -3, -2, 1
- Cn1c(CC(=O)NNC(=O)c2cccnc2)nc2ccccc21
    -9, 0.0, 3, -1, 4, 1.0, 4, 15, 2
- O=C(NCc1ccco1)c1cc(C(=O)C2CC2)c[nH]1
    -5, 0.8, -12, 2, 0, -0.1, -5, -1, 3

Complete entries, quoted from the list. Order of values: TRHR PAM	TRHR agonist	D2 potentiator	D1 potentiator	RXFP1 antagonist	D2 agonist	D1 antag	D2 antagonist	D1 ag
Record of `Cc1cccc(N(C)c2nc3ccccc3c3nnc(C)n23)c1` → -1	-0.4	6	-4	-11	-0.4	-8	·	19
Record of `O=C(O)Cn1nc(-c2ccc(Cl)cc2)ccc1=O` → -4	0.5	-3	3	0	0.1	-3	-2	1
Record of `CCOC(=O)c1sc(NC(=O)CSc2nncs2)c(C(=O)OCC)c1C` → 0	1.2	-3	-4	5	1.0	14	-3	4

An unsorted share of the library; about 7.3% have a hit in one of these screens.
